Source: PubChem BioAssay
pAkt inh = blocks phosphorylation of Akt; Neuro2A IGF-stimulated pAkt S473 HTRF, 20 min; active compounds read low; 360,000 compounds, 0.32% hits; activity change, % for hits at 50 µM; in the data active = activity change below about -80%; inconclusive = mostly about -51% to -80%; also: % is scaled to controls: 0 for no effect and ±100 for the full control effect
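Single-point screen (50 µM final compound) in Neuro2A cells stimulated 20 min with 6 nM IGF at 37 deg C. After lysis, Ser473-phosphorylated Akt read by HTRF (ex 330 nm, em 615/665 nm) as the 665/615 ratio.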
Nrf2 activator = Nrf2 pathway activation; AREc32 ARE-luciferase reporter (MCF7-derived line), luminescence, 24 h; Potency, µM (highest dose often 46.1 µM), without a hit: top-dose activation, most hits filed as activators; 410,000 compounds, 0.31% hits; AID 624171; also: potency is read from the fitted curve at half-maximal effect; % of control where 0% means no effect; nearly all actives have a fitted effect of over 65% in size
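For detection, Steady-Glo was added and plates sat 30 min at RT; before that, AREc32_Fluc cells grown overnight in OPTI-MEM/5% FBS had been treated with 23 nL compound for 24 hr at 37 deg C.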
A549 tox = A549 cytotoxicity, counter-screen for Nrf2 inhibitors; A549 ARE-Fluc cells, CellTiter-Fluor viability, 18-24 h; Potency, µM (titrated, usually from 46 µM), for inactives: top-dose activity change, negative = cytotoxicity, most hits filed as inhibitors; 390,000 compounds, 0.16% hits; AID 504648; also: potency is read from the fitted curve at half-maximal effect; % is scaled to controls: 0 for no effect and ±100 for the full control effect
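A549 ARE_Fluc cells in 5% FBS OPTI-MEM were exposed to compounds in concentration-response for 18-24 h at 37 deg C. Viability was read by CellTiter-Fluor fluorescence (Ex 405/Em 525) after 30 min, before the luciferase read.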
CCT modulator = modulators of cytosolic chaperonin (CCT/TRiC) activity | purified chaperonin ATPase assay, HTRF ADP detection, 30 min | activity change, % (test concentration not listed), hits read low | 360,000 compounds, 0.3% hits | AID 651819; in the data active = activity change below about -30%; also: % is scaled to controls: 0 for no effect and ±100 for the full control effect
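Nucleotide hydrolysis assay: TRiC at 20–40 nM final (set by batch activity) with 10 uM ATP, 30 min at 37 °C, in presence of 76 uM compound. Detection by competitive ADP HTRF, 30 min ambient.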
HepG2 viability = counter-screen for TGF-b inhibitors: cytotoxicity in HepG2 cells. Potency, µM (titrated, usually from 46.1 µM), without a hit: at the top dose activity change, negative = cytotoxicity, usual class: cytotoxic. 410,000 compounds, 0.76% hits. HepG2 CAGA-GFP viability, ATP luminescence, 18 h; also: potency is read from the fitted curve at half-maximal effect; some results filed as inactive show a strong effect at the top dose
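CellTiter-Glo luminescence gave cytotoxicity after 18 hours at 37 degrees C. The cells were HepG2 CAGA-GFP in 1% FBS DMEM, stimulated with 500 pg/mL TGF-beta after compound addition. %Activity was normalised to no-cell wells (complete cell-killing) and DMSO (no toxicity), and curves were fitted and classified.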
Abeta yeast res = compounds reversing amyloid beta toxicity in yeast; yeast expressing A-beta42, growth rescue, OD600, 48 h; response scale: 0% DMSO, 100% iron-clioquinol control; Potency, µM (doses to about 46.1 µM), inactives show top-dose growth rescue, hits mostly activators; 410,000 compounds, 0.063% hits; AID 1347071; also: potency is read from the fitted curve at half-maximal effect; nearly all actives have a fitted effect of over 55% in size
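Growth rescue measured by 600 nm absorbance after 48 h yeast culture at 30 C with compound. Values normalized between DMSO and an equimolar ferric chloride plus clioquinol control.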
TGFb inhibitor = TGF-b pathway inhibition; AID 588855; Potency, µM (top dose mostly 46.1 µM), for inactives: at the top dose activity, negative = inhibition, most hits filed as inhibitors; 410,000 compounds, 1.2% hits; HepG2 CAGA-GFP TGF-b/SMAD3 reporter, GFP fluorescence, 18 h; TGF-beta stimulated, 500 pg/mL final; also: potency is read from the fitted curve at half-maximal effect; % is scaled to controls: 0 for no effect and ±100 for the full control effect; nearly all actives have a fitted effect of over 65% in size
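HEPG2 CAGA-GFP reporter cells (1000/well, DMEM with 1% FBS) received compounds, then recombinant TGF-beta at 500 pg/mL final for 18 hours at 37 degrees C. Per-cell GFP summed per well was normalised to unstimulated and stimulated DMSO controls before curve fitting.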
Mm-Cpn inhibitor = blocks the Methanococcus maripaludis chaperonin Mm-Cpn; purified Mm-Cpn ATPase, ADP Transcreener TR-FRET; Potency, µM (top dose mostly 76.9 µM), inactives show at the highest dose activity, negative = inhibition, actives largely listed as inhibitors; 330,000 compounds, 0.031% hits; also: potency is read from the fitted curve at half-maximal effect; % is scaled to controls: 0 for no effect and ±100 for the full control effect; nearly all actives have a fitted effect of over 80% in size
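ATP (10 uM final) was added to archaeal chaperonin (25 nM final) after 10 min exposure to test compound at 37°C; after 30 min further incubation, ADP was detected by competitive TR-FRET.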
Nrf2 block = inhibitors of Nrf2 signaling | A549 ARE-Fluc reporter, luciferase luminescence, 18-24 h | Potency, µM (titrated, usually from 46 µM), without a hit: at the highest dose activity change, negative = inhibition, usual class: inhibitors | 360,000 compounds, 2.1% hits; also: potency is read from the fitted curve at half-maximal effect; % is scaled to controls: 0 for no effect and ±100 for the full control effect; nearly all actives have a fitted effect of over 60% in size
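In this cell-based qHTS, ARE-driven firefly luciferase in A549 cells reports Nrf2 activity; the luminescent signal after BugLite lysis is the measured value, with a prior CellTiter-Fluor read for cell health.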
* = called active by the depositor; i = inactive; ? = inconclusive; . = not tested or not shown; & = joins results of further samples; [ ] = remark or other dose. Unless noted, calls follow the shape of the dose curve; as a rule, active = well fitted curve in the direction sought with a large enough effect; inconclusive = small, poorly fitted or top-dose-only effect, or another doubt; inactive = no such curve, though single readings can be large; an effect the other way counts as inactive or inconclusive.

(1) CCS(=O)(=O)C(=C1Nc2ccccc2N1)S(=O)(=O)CC
(2) Cc1ccccc1Cn1nc(C)c(NC(=O)C(F)(F)F)c1C
(3) CC(OC(=O)c1ccc(NS(=O)(=O)c2ccc3[nH]c(=O)[nH]c3c2)cc1)C(=O)Nc1cccc(Cl)c1Cl (centres undefined)
(4) Cc1nc2ccccc2c(=O)n1-c1ccc(NS(=O)(=O)c2ccccc2)cc1
(5) Cc1sc2ncnc(NCc3cccnc3)c2c1C
(6) CCOC(=O)N1CCN(C(=O)COc2ccc(Cl)c(C)c2)CC1
(7) CCOC(=O)c1ccc(/C=C2/C=C(c3ccccc3)N(c3ccc(Cl)c(C(=O)O)c3)C2=O)cc1
(8) Cc1ccc(S(=O)(=O)N(CCCc2c(C)nc[nH]c2=O)c2ccccc2)cc1

Screen / compound no.	1	2	3	4	5	6	7	8
CCT modulator	-0.5	-5.1	-0.5	-1.1	-6.4	0.3	1.2	-1.1
pAkt inh	i	i	i	i	i	i	i	i
Nrf2 block	.	4%	-4%	-16%	-19%	21%	?	-15%
Abeta yeast res	13%	2%	5%	15%	-14%	0%	-6%	10%
Nrf2 activator	-1.0%	-0.6%	-0.9%	-0.3%	-0.2%	0.4%	?	2.8%
TGFb inhibitor	-19%	0%	?	-14%	-9%	4%	-29%	0%
Mm-Cpn inhibitor	-2%	0%	-4%	1%	2%	-1%	-1%	.
A549 tox	1%	-3%	-2%	-5%	-4%	0%	-10%	1%
HepG2 viability	-1%	-4%	-27%	-17%	4%	2%	-35%	-27%

(9) Cc1ccc(-n2ncc(C(=O)N(C)Cc3ccccc3)c2-n2cccc2)cc1
(10) Cc1nn(CC(=O)N2CCCc3ccccc32)c(C)c1[N+](=O)[O-]
(11) Cc1n[nH]c(=S)n1-c1ccccc1
(12) Cc1nc2ccc([N+](=O)[O-])cc2c(=O)n1Cc1cccc(Br)c1
(13) O=C(Nc1cccc(NC(=O)c2ccccc2Cl)c1)c1cccs1
(14) Cc1ccc(N2CC(NC(=O)C3CC3)CC2=O)cc1 (centres undefined)
(15) CC1=NN(C(C#N)c2ccc([N+](=O)[O-])cc2)C(C)(C)C1 (centres undefined)
(16) COc1c(C)cc(NS(=O)(=O)c2ccc3c(c2)OCCO3)cc1C

Screen / compound no.	9	10	11	12	13	14	15	16
CCT modulator	.	-0.4	-2.3	0.6	-8.4	-9.7	1.3	.
pAkt inh	.	i	i	i	i	i	i	.
Nrf2 block	-22%	-7%	?	?	-26%	-20%	2%	23µM*
Abeta yeast res	-17%	-4%	-5%	?	8%	6%	1%	-2%
Nrf2 activator	-0.3%	1.5%	-1.0%	0.2%[9.22 µM]	7.9%	-1.0%	0.0%	5.9%
TGFb inhibitor	?	-2%	8%	?	?	10%	14%	-16%
Mm-Cpn inhibitor	.	-6%	1%	-4%	2%	2%	1%	.
A549 tox	7%	0%	10%	12%	-1%	1%	-7%	-10%
HepG2 viability	-23%	2%	4%	-8%	-1%	2%	44%	-28%

Records listed above that bear a hit mark in Nrf2 block.
| cpd | SMILES | CCT modulator | pAkt inh | Nrf2 block | Nrf2 activator | Mm-Cpn inhibitor |
| --- | --- | --- | --- | --- | --- | --- |
| 16 | COc1c(C)cc(NS(=O)(=O)c2ccc3c(c2)OCCO3)cc1C | . | . | 23µM* | 5.9% | . |

(more compounds)
(17) O=C(Nc1cccc(F)c1)c1ccccc1
(18) Cc1ccc(-c2nnc(SCC(=O)N/N=C/c3ccccc3C(=O)O)n2-c2ccc(Cl)cc2)cc1
(19) CCn1c(=O)c(C(=O)CN2c3ccccc3CC2C)c(N)n(Cc2ccccc2)c1=O (centres undefined)
(20) CCOC(=O)C1(C)CCCN(C(=O)c2cccc3ccccc23)C1 (centres undefined)
(21) Cn1c(COc2ccccc2C(C)(C)C)nc2ccccc21
(22) CN(C)Cc1nnnn1-c1cccc(-n2nnnc2CN(C)C)c1
(23) COc1ccc(NC(=O)CCn2c(=O)c3cccn3c3cccnc32)cc1Cl
(24) Nc1ccc(S(=O)(=O)Nc2ccc(C(=O)c3ccccc3)cc2)cc1

Screen / compound no.	17	18	19	20	21	22	23	24
CCT modulator	0.3	1.7	-0.5	-0.7	.	-1.5	.	-0.6
pAkt inh	i	i	i	i	.	i	.	i
Nrf2 block	-4%	-14%	?	.	9%[9.27 µM]	4%	?	-18%
Abeta yeast res	-7%	6%	25%	4%	?	-2%	-3%	5%
Nrf2 activator	3.6%	-0.2%	0.6%	-0.2%	7.9%	-0.5%	4.4%	2.3%
TGFb inhibitor	-24%	-7%	-24%	11%	?	4%	?	-26%
Mm-Cpn inhibitor	0%	1%	-1%	.	.	0%	.	1%
A549 tox	3%	2%	-6%	.	2%	-2%	3%	-3%
HepG2 viability	-5%	-10%	-21%	7%	-39%	12%	-4%	-27%

Only Nrf2 block (2 entries from above):
| # | SMILES | Nrf2 block |
| --- | --- | --- |
| 21 | Cn1c(COc2ccccc2C(C)(C)C)nc2ccccc21 | 9%[9.27 µM] |
| 22 | CN(C)Cc1nnnn1-c1cccc(-n2nnnc2CN(C)C)c1 | 4% |

Next section:
(25) CCN1CCN(C(=O)C2CCCN(S(=O)(=O)c3cc(Cl)ccc3Cl)C2)CC1 (centres undefined)
(26) Cn1cnc2cc(NC(=O)c3cccs3)ccc21
(27) COc1ccc(N2CCN(C(=O)c3ccc(CNS(=O)(=O)c4cccc(OC)c4)cc3)CC2)cc1
(28) CCCCCCC(=O)N/N=C/c1ccc(Br)cc1
(29) COC(=O)[C@@]1(Sc2ccc(C)cc2)CC(=O)N[C@@H]1c1ccc(Br)cc1
(30) Cc1ccc(NC(=O)CCSCCc2ccccn2)cc1
(31) COc1cc(C2c3sc(=O)[nH]c3SC3C4CCC(C4)C23)ccc1O (centres undefined)
(32) CCc1ccc(CN(Cc2ccco2)C(=O)c2ccc(C)cc2)cc1

Screen / compound no.	25	26	27	28	29	30	31	32
CCT modulator	-0.5	0.3	0.6	-0.8	-0.3	1.5	-1.6	.
pAkt inh	i	i	i	i	i	i	i	.
Nrf2 block	?	?	?	4%	.	-27%	?	-23%
Abeta yeast res	-5%	-11%	2%	14%	5%	15%&-1%	5%	-3%
Nrf2 activator	-0.2%	-0.8%	2.9%	0.6%	2.0%	0.4%&0.5%	0.7%	6.3%
TGFb inhibitor	2%	1%	0%	?	.	5%&-4%	-22%	-31%
Mm-Cpn inhibitor	3%	0%	1%	1%	.	-1%	0%	.
A549 tox	-7%	7%	-9%	2%	.	-16%&4%	-22%	1%
HepG2 viability	-4%	-6%	-20%	-55%	.	10%&-3%	-10%	-61%

(33) COc1cccc(-c2sc3ccccc3c2-c2ccc(OCCN3CCCCC3)cc2)c1
(34) O=C(NCC(=O)N(Cc1ccco1)C(C(=O)NC1CCCCC1)c1cccnc1)c1ccco1 (centres undefined)
(35) COc1ccc(OCC(O)CN2CCCCC2)cc1 (centres undefined)
(36) CCOCCOC(=O)c1[nH]c2c(c1C)C(=O)CC(c1ccc(N(C)C)cc1)C2 (centres undefined)
(37) CCN(CC)c1ccc(NC(=O)C2CCN(S(=O)(=O)c3cnc[nH]3)CC2)c(C)c1
(38) O=C(Nc1ccccc1N1CCN(c2ccccc2)CC1)c1ccccc1F
(39) CCN(CC)c1ccc2c(C)cc(=O)oc2c1
(40) Cc1ccc(N2C(=O)C(CC(=O)Nc3ccccc3)N(CCC3=CCCCC3)C2=O)cc1 (centres undefined)

Screen / compound no.	33	34	35	36	37	38	39	40
CCT modulator	-2.5	3.1	-0.6	-0.3	.	-2.4	-0.7	.
pAkt inh	i	i	i	i	.	i	.	.
Nrf2 block	22%	11%	12%	?	0%	?	1%	?
Abeta yeast res	-45%[inhibitor]	?	-9%	-3%	-2%	-18%	-44%[inhibitor]	-6%
Nrf2 activator	-0.6%	0.0%	0.4%	-1.2%	0.5%	-0.4%	4.3%	5.2%
TGFb inhibitor	1%	-18%	-9%	9%	-21%	58%[activator]	28%	?
Mm-Cpn inhibitor	-14%	0%	1%	1%	.	2%	-1%	.
A549 tox	0%	2%	2%	-11%	-2%	-1%	-2%	-18%
HepG2 viability	-41%	-1%	-2%	25%	-8%	1%	-8%	-62%

(41) CCC(=O)N1CCN(c2ccc(OC)cc2[N+](=O)[O-])CC1
(42) Cc1ccc(S(=O)(=O)Nc2ccc(Cl)cc2)cc1NC(=O)Cn1cnc2c1c(=O)n(C)c(=O)n2C
(43) O=[N+]([O-])c1ccc(C(=Nc2cccc3ccccc23)N2CCOCC2)cc1
(44) O=C(CC1N=C2c3ccccc3N=C(SCC(=O)Nc3ccccc3F)N2C1=O)NCc1ccc2c(c1)OCO2 (centres undefined)
(45) C#CCOCCOCCOCCNc1nc(N2CCN(C(=O)[C@H]([C@@H](C)CC)n3cc([C@@H](N)CO)nn3)CC2)nc(N2CCN(C(=O)[C@H](Cc3ccc(O)cc3)n3cc([C@@H](N)C(C)CC)nn3)CC2)n1 (some centres undefined)
(46) COCCN1C[C@@H](CO)O[C@@H](n2cnc3c(N(C)C)ncnc32)C1
(47) Cc1ccc(NC(=O)c2ccc3[nH]c(C)cc(=O)c3c2)c(C)c1

Screen / compound no.	41	42	43	44	45	46	47
CCT modulator	-1.0	1.0	-4.3	.	-4.5	-0.7	.
pAkt inh	i	i	i	.	i	i	.
Nrf2 block	2%	?	-19%	1%	8%	.	?
Abeta yeast res	-13%	15%	-5%	-2%	0%	3%	5%
Nrf2 activator	0.0%	0.4%	0.3%	5.3%	0.2%	0.4%	-0.7%
TGFb inhibitor	54%[activator]	-28%	0%	?	-3%	-7%	-2%
Mm-Cpn inhibitor	-4%	-1%	0%	.	.	.	.
A549 tox	5%	-1%	-16%	1%	-24%	.	3%
HepG2 viability	-4%	-6%	-37%	0%	6%	-13%	17%
